V1aR counter = agonists of human V1a receptor, primary screen, counter-screen for OXTR agonist project, fluorescence, CHO-V1R cells; Fluo-8 calcium fluorescence, agonist mode; 0% DMSO, 100% 3 nM vasopressin; Vasopressin V1a receptor (Homo sapiens), P37288; 320,000 compounds, 0.25% hits; activation, % at 3 µM;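 active means activation above the mean activation of all tested compounds plus 3 SD, per screening run, cut at about 20% in these data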;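 further: signal is peak over basal fluorescence ratio across a 100 second FLIPR read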
Target sequence (P37288 whole entry, looked up): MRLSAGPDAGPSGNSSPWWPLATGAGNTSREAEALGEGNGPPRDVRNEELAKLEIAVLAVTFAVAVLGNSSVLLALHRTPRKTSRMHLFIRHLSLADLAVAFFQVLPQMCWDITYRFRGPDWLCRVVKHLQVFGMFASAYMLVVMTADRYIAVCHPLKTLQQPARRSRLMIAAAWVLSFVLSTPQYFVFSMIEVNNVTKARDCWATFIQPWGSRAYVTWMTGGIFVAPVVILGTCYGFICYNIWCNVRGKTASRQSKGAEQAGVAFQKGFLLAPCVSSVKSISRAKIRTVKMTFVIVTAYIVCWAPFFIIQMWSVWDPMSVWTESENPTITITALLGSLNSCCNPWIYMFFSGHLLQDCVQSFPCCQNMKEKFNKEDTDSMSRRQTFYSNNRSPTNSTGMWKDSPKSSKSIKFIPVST
OXTR agonist = human OXTR agonists, primary screen, fluorescence, CHO-OTR cells, Fluo-8 calcium. Fluo-8 calcium fluorescence; normalized: DMSO 0%, oxytocin 100%. activation, % at 3 µM. 320,000 compounds, 0.32% hits;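 active means activation above the mean of all tested compounds plus 3 SD, cutoff set per screening run, cut at about 20% in these data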;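 further: peak over basal fluorescence ratio from a 100 s FLIPR kinetic read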
MEKK3 PB1 HTS = modulators of MEKK3-MEK5 PB1 binding, primary screen, biochemical, wildtype MEKK3, multiplex bead flow cytometry, Alexa488-MEK5 | Mitogen-activated protein kinase kinase kinase 3 (Homo sapiens), Q99759 | binding response (% of control), % at 10 µM | 290,000 compounds, 1.4% hits | bead-based flow cytometry, Alexa488-MEK5 binding to MEKK3; actives lie on both sides; 0 = blocked by unlabeled MEK5, 100 = vehicle;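 active means binding response more than 3 SD above or below the average of its plate-row segment, actives on both sides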;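 further: Alexa488 bead fluorescence after subtracting the streptavidin-only scavenger bead signal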
MEKK2 mut-MEK5 = MEK5 binding signal on mutant MEKK2 PB1, primary screen, biochemical, multiplex bead flow cytometry, Alexa488-MEK5; Alexa488-MEK5 binding to MEKK2 mutant; percent response, % at 10 µM; 290,000 compounds, 0.35% hits; AID 1530, 2009; in the data active means percent response above about 24%, passing the limit was not always enough; further: inactives centre near 1; some results filed as inactive read as strong as hits; reference of the scale not given here
GalR3 antag = GalR3 antagonists in HEK293 cells, primary screen, cell-based, fluorescence readout | AID 651719, 2012 | Galanin receptor type 3 (Homo sapiens), O60755 | HEK293 GalR3-CNG cAMP membrane potential fluorescence; galR3 body fused to GalR1 C-terminus | inhibition, % at 3 µM | 360,000 compounds, 0.44% hits;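 active means inhibition above the screen-wide average plus 3 SD, cut at about 13% in these data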;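 further: forskolin and galanin both at EC90 stimulate the cells; cAMP rise reported by CNG channel membrane potential dye signal; 0% = forskolin plus galanin with DMSO and 100% = forskolin alone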
Target sequence (O60755 1-299 limits assumed): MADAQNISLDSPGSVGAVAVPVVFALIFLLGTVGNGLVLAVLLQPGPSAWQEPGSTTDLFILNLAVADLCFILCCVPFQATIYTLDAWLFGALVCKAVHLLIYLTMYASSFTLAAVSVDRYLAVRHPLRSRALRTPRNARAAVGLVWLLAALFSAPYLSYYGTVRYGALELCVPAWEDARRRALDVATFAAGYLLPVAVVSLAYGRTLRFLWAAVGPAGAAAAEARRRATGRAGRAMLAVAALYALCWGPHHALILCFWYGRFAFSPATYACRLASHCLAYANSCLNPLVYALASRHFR
GPR7 antagonist = GPR7 receptor antagonists, primary screen, cell-based, fluorescence, single concentration; GPR7-expressing cells, fluorescence antagonist assay; 290,000 compounds, 1.1% hits; AID 1861, 2009; inhibition, % at 4.4 µM; in the data active means inhibition above about 16%, passing the limit was not always enough;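 further: cells stimulated with the agonist NPW; 0% = agonist with vehicle and 100% = vehicle without agonist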
MEKK2wt PB1 HTS = modulators of MEK5 binding to wildtype MEKK2, primary screen, biochemical, multiplex bead flow cytometry, Alexa488-MEK5. Mitogen-activated protein kinase kinase kinase 2 (Homo sapiens), Q9Y2U5. Alexa488-MEK5 binding to MEKK2 WT; actives lie on both sides. binding response (% of control), % at 10 µM. 290,000 compounds, 1.1% hits; in the data active means binding response below about 67% or above about 130%
NALP1 yeast inh = NALP1 inflammasome inhibitors in reconstituted yeast, colorimetric, S. cerevisiae, triplicate retest; S. cerevisiae NALP1/ASC/caspase-1 growth, X-gal OD620, 72 h; inhibition, % at 10 µM; 280,000 compounds, 0.61% hits; AID 2071, 2009; in the data active means inhibition mostly above about 24%, no sharp cut-off; inactive means mostly below about 32%; further: some compounds called inactive have numbers as strong as hits
PHOSPHO1 block = PubChem AID 1565 | inhibition, % at 13.3 µM | recombinant PHOSPHO1, absorbance phosphatase assay | 290,000 compounds, 1.1% hits | Phosphoethanolamine/phosphocholine phosphatase (Homo sapiens), Q8TCT1; in the data active means inhibition above about 60%
Target sequence (Q8TCT1 whole entry, looked up): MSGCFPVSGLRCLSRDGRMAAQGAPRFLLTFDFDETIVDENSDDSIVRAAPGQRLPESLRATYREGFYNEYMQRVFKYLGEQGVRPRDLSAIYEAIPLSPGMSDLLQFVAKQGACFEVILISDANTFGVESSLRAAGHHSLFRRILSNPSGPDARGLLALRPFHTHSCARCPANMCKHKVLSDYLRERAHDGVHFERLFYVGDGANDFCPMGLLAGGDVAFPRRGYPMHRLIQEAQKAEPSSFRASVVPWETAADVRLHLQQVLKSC
* hit, by the source's call; nt = no result given.

mol,GalR3 antag,MEKK3 PB1 HTS,MEKK2 mut-MEK5,V1aR counter,NALP1 yeast inh,OXTR agonist,MEKK2wt PB1 HTS,PHOSPHO1 block,GPR7 antagonist
CCN1CCN(C(c2cc3cc4c(cc3[nH]c2=O)OCO4)c2nnnn2C(C)(C)CC)CC1 (configuration not stated),-4.1,97.0,-2.0,-0.5,17.2,-0.2,105.0,15.4,9.2
CCCC(=O)Nc1ccc(NC(=S)NC(=O)c2cccs2)cc1,-1.4,94.0,-9.0,0.4,7.9,1.9,83.0,11.9,-0.9
Cc1ccc(-n2c(Cn3nc(C(F)(F)F)cc3C)n[nH]c2=S)cc1,nt,100.0,4.0,0.6,16.8,-0.7,99.0,80.9*,-4.0
COc1ccc(C(=O)CSc2nnc(-c3cccnc3)n2Cc2ccco2)cc1,-1.4,105.0,0.0,-0.1,10.5,-1.2,107.0,92.4*,-12.3
COc1ccc(CCNC(=O)CCC(=O)N2CCOc3ccc(Cl)cc32)cc1OC,nt,98.0,-3.0,0.1,15.2,-1.1,96.0,33.4,3.4
Cc1cccc(CCNC(=O)c2cc(S(=O)(=O)N3CCCC3)cn2C)c1,nt,96.0,1.0,0.8,8.3,-0.8,97.0,22.8,0.8
O=C(Nc1ccc2c(c1)OCCO2)c1ccc(Br)o1,-4.2,96.0,0.0,-1.5,8.3,-1.7,96.0,50.3,5.2
CCOc1ccccc1CNC(=O)Cn1ccc2cc(S(=O)(=O)N3CCCCCC3)ccc21,-11.1,100.0,0.0,3.5,-16.5,4.0,96.0,12.7,7.3
Cc1ccc(-c2csc(NC(=O)CSc3nc4ccccc4c(=O)n3CCCN(C)C)n2)cc1,-4.1,107.0,67.0*,0.8,4.5,4.9,207.0*,-7.1,-1.6
COc1ccc(CCN=C(N)NS(=O)(=O)c2ccc(C)c(C)c2)cc1OC,-1.6,97.0,-3.0,-0.2,9.1,-0.2,98.0,33.5,-19.9
O=C1c2ccccc2-c2c1cccc2C(=O)N1CCCCCC1,-4.4,98.0,1.0,-0.1,43.8,-1.9,98.0,-17.8,1.6
CC1=Nc2cc(C(=O)NCCCN3CCOCC3)ccc2Sc2c(C)ccc(C)c21,-0.9,99.0,0.0,4.2,33.0,2.8,108.0,26.6,1.5
CN1C(=O)CC(C(=O)O)SC1=Nc1cc(Cl)c(O)c(Cl)c1 (configuration not stated),0.6,103.0,2.0,-0.1,21.5,0.8,103.0,12.1,4.3
Cc1nc2ccccc2c(=O)n1NC(=O)c1ccc(Cl)c(Cl)c1,-10.3,107.0,10.0,1.3,-8.5,0.2,105.0,28.0,-5.8
CC1C=CC(C)C(C(=O)O)C1C(=O)O (configuration not stated),-3.3,101.0,-1.0,0.2,-16.4,1.1,104.0,-1.4,-5.7
C=CCN1CC(O)=C(c2nc3ccccc3[nH]2)C1=N,-6.1,97.0,3.0,0.5,24.6,0.1,97.0,32.5,-14.6
CC(C)(C)c1ccc(OCCNCc2ccccc2)cc1,-9.7,101.0,13.0,9.4,27.4,7.7,122.0,-2.4,4.0
O=S(=O)(NCCc1csc(-c2ccc(C(F)(F)F)cc2)n1)c1ccc2c(c1)OCCO2,nt,100.0,2.0,2.6,14.1,-0.2,104.0,18.2,6.2
CCCc1cc(C(N)=O)c(NC(=O)c2cc(C)on2)s1,nt,105.0,6.0,0.4,2.8,0.0,110.0,-42.5,-6.8
COc1ccc(/C=C/C(=O)NCC(c2ccc(F)cc2)N2CCOCC2)cc1OC (configuration not stated),-7.6,92.0,-17.0,0.2,nt,0.7,86.0,-10.5,-4.1
O=C(N/N=C/c1ccco1)C(O)C(O)C(=O)N/N=C/c1ccco1 (configuration not stated),-4.7,103.0,9.0,0.7,4.7,0.8,109.0,18.4,2.1
Cc1ccccc1Nc1nnc(C)c(=O)[nH]1,-4.5,95.0,-5.0,0.4,3.0,1.3,96.0,31.1,-2.0
Nc1n[nH]c(N)c1N=Nc1ccc(Cl)cc1Cl,-6.5,108.0,4.0,-0.1,18.3,0.8,108.0,4.9,7.5
N#Cc1c(Cc2cccc3ccccc23)nn(CCO)c1N,-4.6,94.0,-2.0,-0.5,nt,-0.1,99.0,nt,nt
Cc1ccc(/C=C/S(=O)(=O)NCC(=O)OCC(=O)NCc2ccccc2)cc1,1.7,102.0,2.0,0.3,11.2,-0.8,103.0,36.4,6.9
Cc1ccc(C2=NN(CC(=O)NCCC(C)C)C(=O)CC2)cc1,-9.5,102.0,2.0,-0.2,-2.3,-1.7,98.0,46.3,-14.4
CCOC(=O)c1nn(-c2ccccc2C)c2nc(-c3ccc(C)cc3)c(C#N)c(=O)n12,0.2,91.0,-7.0,-0.9,33.3,-1.7,85.0,-36.1,-13.9
CC1CCCN(C(=O)Cn2c3ccccc3c3nc4n(c(=O)c32)CCS4)C1 (configuration not stated),-9.2,100.0,-1.0,-1.2,-14.0,0.1,100.0,31.0,4.2
CCO[C@H]1OC(C(=O)N2CCN(Cc3ccccc3)CC2)=C[C@@H](c2ccc(C(F)(F)F)cc2)[C@@H]1CCCO,-4.7,105.0,8.0,-0.3,12.4,-1.2,108.0,0.8,11.4
CCN(CC)CCN(C(=O)c1ccc2ccccc2c1)c1nc2cc3c(cc2s1)OCO3,-1.8,105.0,21.0,2.4,20.2,-0.7,135.0*,47.7,6.7
CCOC(=O)Cc1nn(CC)c(=O)c2ccccc12,-1.5,102.0,-8.0,0.4,22.3,-1.2,91.0,36.3,-8.8
CCCC(=O)Nc1ccc2c(c1)nc1n2CCN(C2CCCCC2)C1,-1.4,95.0,-4.0,-0.3,-13.1,1.0,97.0,45.5,-13.2
COc1ccc(-c2[nH]n(-c3ccc([N+](=O)[O-])cc3)c(=O)c2C=NCc2ccncc2)cc1,-2.1,97.0,-3.0,0.0,17.2,0.0,98.0,0.7,-4.6
COc1cc(/C=N/NC(N)=O)c(Br)cc1OCC(=O)Nc1ccccc1C,-3.0,113.0,4.0,-0.1,-3.3,3.1,114.0,23.5,-7.7
COc1cc(OC)cc(C(=O)Nn2cc(C(=O)Nc3ccccc3F)c3ccccc3c2=O)c1,-0.5,103.0,-2.0,2.0,35.5,1.2,97.0,4.7,-10.8
C[C@]12CCC(O)CC1CCC1C2CC[C@]2(C)C(c3cc(C(F)(F)F)n[nH]3)CCC12 (some centres not stated),-13.5,98.0,0.0,0.4,11.2,2.1,87.0,36.8,-4.5
Cc1ccc(CC(=O)N(Cc2ccccc2)c2ccccn2)cc1,-8.3,66.0,-14.0,-0.8,6.3,-2.0,63.0,43.1,-8.5
O=C(COC(=O)C1C2CC3OC(=O)C1C3C2)Nc1ccc(F)cc1 (configuration not stated),-6.8,103.0,-1.0,0.0,15.9,1.3,102.0,23.0,2.6
Cc1ccc(NC(=S)NNC(=O)Nc2ccccc2)cc1,0.4,99.0,-6.0,0.6,4.2,0.0,94.0,-85.8,6.6
Cc1ccc(NC(=O)C2CCN(S(=O)(=O)c3cnc[nH]3)CC2)nc1,0.7,102.0,8.0,0.4,1.3,-0.2,105.0,-1.4,-0.6

A few values from the list.
Entry for COc1cc(OC)cc(C(=O)Nn2cc(C(=O)Nc3ccccc3F)c3ccccc3c2=O)c1 in MEKK2wt PB1 HTS: 97.0
Entry for Cc1ccc(NC(=S)NNC(=O)Nc2ccccc2)cc1 in MEKK3 PB1 HTS: 99.0

3 of the entries above in order of the GalR3 antag value, descending:
canonical_smiles | GalR3 antag
Cc1ccc(NC(=S)NNC(=O)Nc2ccccc2)cc1 | 0.4
CCOC(=O)Cc1nn(CC)c(=O)c2ccccc12 | -1.5
Cc1ccc(CC(=O)N(Cc2ccccc2)c2ccccn2)cc1 | -8.3

Next section:
mol,GalR3 antag,MEKK3 PB1 HTS,MEKK2 mut-MEK5,V1aR counter,NALP1 yeast inh,OXTR agonist,MEKK2wt PB1 HTS,PHOSPHO1 block,GPR7 antagonist
COc1cc(S(=O)(=O)Nc2ccc(C(=O)NCC(=O)O)cc2)ccc1NC(C)=O,-4.5,108.0,-2.0,0.7,21.5,0.6,99.0,42.1,-0.8
COc1ccc(NC(=O)CSc2nnc(Cc3ccccc3)o2)c(OC)c1,-6.6,99.0,4.0,0.6,17.5,-0.5,106.0,-8.0,-2.0
O=C(O)/C=C/c1ccc(S(=O)(=O)Nc2ccc3[nH]c(=O)[nH]c3c2)cc1,-8.8,97.0,3.0,0.0,5.5,1.6,97.0,14.3,-5.0
O=C(Nc1cccc(O)c1)c1cc(-c2cccs2)on1,-9.7,104.0,7.0,8.2,7.8,5.2,105.0,4.0,1.1
O=C(OC(C(=O)Nc1ccc(Cl)cc1C(F)(F)F)c1ccccc1)c1c(Cl)cccc1Cl (configuration not stated),2.9,95.0,-2.0,-0.4,nt,-0.9,95.0,9.4,-21.7
CCOC(=O)c1oc2ccccc2c1NC(=O)COC,-8.4,101.0,-8.0,-0.5,nt,-1.5,101.0,16.5,-10.0
COc1ccc2cc(S(=O)(=O)N3CCOCC3)ccc2c1,-6.4,107.0,0.0,0.5,39.2,0.2,105.0,10.4,-6.3
O=C(O)C1Nc2ccc(OC(F)(F)F)cc2C2C=CCC12 (configuration not stated),nt,102.0,0.0,-0.1,nt,-0.3,98.0,nt,nt
Cc1ccc(-c2noc(CN3CCC(C(N)=O)CC3)n2)cc1,-4.1,nt,nt,1.5,18.5,1.2,nt,31.3,-4.6
Cc1occc1C(=O)Nc1cnn(CCCC(=O)O)c1,-2.6,101.0,0.0,1.6,3.7,0.5,100.0,27.4,-10.5
Cc1c(C(C)C)c(=O)n(-c2ccc(S(=O)(=O)NC3CCCCC3)cc2)n1C,41.1*,96.0,-7.0,10.3,-14.0,8.1,90.0,-6.7,-6.2
COC(=O)c1ccc2c(c1)SC1=C(CCCC1=O)N2,-6.3,99.0,3.0,2.8,-3.5,1.8,100.0,13.9,-7.3
CCc1ccc(C(C(=O)NCc2ccc(F)cc2)N(C(=O)c2csnn2)C2CC2)cc1 (configuration not stated),-8.8,99.0,1.0,-0.2,7.7,-2.2,95.0,21.7,-7.6
COc1ccccc1N1CCN(C(=O)c2sc3nc4n(c(=O)c3c2C)CCC4)CC1,-6.5,95.0,-8.0,-0.6,-23.9,-0.7,98.0,-15.9,0.4
CC(C)(C)C(=O)N1CCN(c2nc3ccccc3o2)CC1,1.6,77.0,-18.0,1.6,-4.5,0.3,72.0,-3.6,10.5
CC(C)c1nc(SCC(=O)NC2CCCC2)c2c(=O)n(C)c(=O)n(C)c2n1,-0.7,97.0,-6.0,0.1,6.4,0.1,96.0,-0.6,-12.8
Cc1cc(CNC(=O)[C@H]2C[C@@H]2[C@H](NP(=O)(c2ccccc2)c2ccccc2)c2ccccc2)nn1C,-5.7,94.0,2.0,-0.4,22.3,-0.5,94.0,-8.7,-16.2
Cc1cc(C)n2nc(CCCCc3nc4nc(C)cc(C)n4n3)nc2n1,nt,106.0,6.0,0.5,-3.0,0.4,104.0,1.2,-1.8

Screens (PubChem)
